Diaph act CS: compounds boosting diaphorase resazurin reduction – biochemical, uHTS, resorufin fluorescence, counter-screen for diaphorase-coupled primary assays, primary screen; activation factor at 20 µM; Diaphorase/resazurin coupled assay, 16 min; hits give high values; 1 = vehicle wells, 0 = NADH-free wells; actives 0.005% (n = 190,000);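 active means diaphorase activity raised at least twofold by the compound at 20 µM; inactive means activation factor below 2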
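Material: Clostridium kluyveri diaphorase, purified enzyme; Quantity: enzyme 0.07 U/mL final; Medium: HEPES pH 7.4 buffer with MgCl2 and Tween 20; Dosing: single compound dose of 20 µM, 1% DMSO final; Schedule: 16 min reaction at room temperature; Measured by: red resorufin fluorescence at 544/590 nm excitation/emission.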
Lmaj promast: Leishmania major promastigote growth inhibition, primary screen. Leishmania major promastigotes, resazurin fluorescence viability. inhibition, % at 10 µM. actives 9% (n = 200,000); in the data active means inhibition above about 50%;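 further: promastigotes grown with compound for 44 hours at 28 °C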
TNAP inh hiacc: human TNAP enzyme inhibitors, primary screen, biochemical, luminescent, high phosphate acceptor level, uHTS; inhibition, % at 20 µM; actives 0.03% (n = 200,000); purified TNAP, CDP-star luminescence, 1 M DEA; Alkaline phosphatase, tissue-nonspecific isozyme (Homo sapiens), P05186;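 active means over 50% inhibition of tissue-nonspecific alkaline phosphatase at 20 µM in the single-dose screen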;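 further: plate controls were DMSO wells for no effect and EDTA-quenched wells as full inhibition for full effect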
Target sequence (P05186 whole entry, looked up): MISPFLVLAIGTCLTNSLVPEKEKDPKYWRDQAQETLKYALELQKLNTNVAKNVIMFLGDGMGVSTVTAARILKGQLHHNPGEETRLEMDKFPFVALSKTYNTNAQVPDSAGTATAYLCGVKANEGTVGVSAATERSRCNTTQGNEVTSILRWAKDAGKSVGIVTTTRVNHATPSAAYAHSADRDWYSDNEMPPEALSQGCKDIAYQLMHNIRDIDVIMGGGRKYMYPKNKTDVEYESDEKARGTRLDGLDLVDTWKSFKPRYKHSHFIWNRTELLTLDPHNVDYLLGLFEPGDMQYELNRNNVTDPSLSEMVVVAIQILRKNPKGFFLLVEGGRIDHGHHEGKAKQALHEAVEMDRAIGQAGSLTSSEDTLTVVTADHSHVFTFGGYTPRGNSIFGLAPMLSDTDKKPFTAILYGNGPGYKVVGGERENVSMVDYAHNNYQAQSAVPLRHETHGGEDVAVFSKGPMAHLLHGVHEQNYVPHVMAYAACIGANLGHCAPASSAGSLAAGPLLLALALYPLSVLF
bIAP activator: bovine intestinal alkaline phosphatase activators, primary screen, biochemical, bovine IAP, CDP-star luminescence | purified bovine IAP, 30 min; hits give high values; fold of DMSO-control signal, blank-subtracted | activation factor at 20 µM | actives 0.17% (n = 200,000) | alkaline phosphatase, intestinal [Bos taurus];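 active means activation factor of 2 or more at 20 µM, a signal rise over negative controls twice the positive control's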
TNAP inh no acc: human TNAP enzyme inhibitors, primary screen, biochemical, luminescent, no phosphate acceptor, uHTS; Alkaline phosphatase, tissue-nonspecific isozyme (Homo sapiens), P05186; AID 1012, 2008; actives 0.26% (n = 200,000); purified TNAP, CDP-star luminescence, 30 min; inhibition, % at 20 µM;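 active means tissue-nonspecific alkaline phosphatase inhibition above about 50% at 20 µM in the single-dose screen, limit read from the data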;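 further: 0% = DMSO negative control and 100% = EDTA positive control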
PMI act hi M6P: human PMI activators, high substrate, primary screen, biochemical, fluorescence intensity, near-saturating mannose 6-phosphate | Mannose-6-phosphate isomerase (Homo sapiens), P34949 | coupled PMI enzyme assay, resazurin fluorescence, 20 min; hits give high values; 1 = untreated enzyme, 0 = substrate-free blank | activation factor at 20 µM | actives 0.34% (n = 190,000);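 active means activation factor of 2 or more at 20 µM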
Target sequence (P34949 whole entry, looked up): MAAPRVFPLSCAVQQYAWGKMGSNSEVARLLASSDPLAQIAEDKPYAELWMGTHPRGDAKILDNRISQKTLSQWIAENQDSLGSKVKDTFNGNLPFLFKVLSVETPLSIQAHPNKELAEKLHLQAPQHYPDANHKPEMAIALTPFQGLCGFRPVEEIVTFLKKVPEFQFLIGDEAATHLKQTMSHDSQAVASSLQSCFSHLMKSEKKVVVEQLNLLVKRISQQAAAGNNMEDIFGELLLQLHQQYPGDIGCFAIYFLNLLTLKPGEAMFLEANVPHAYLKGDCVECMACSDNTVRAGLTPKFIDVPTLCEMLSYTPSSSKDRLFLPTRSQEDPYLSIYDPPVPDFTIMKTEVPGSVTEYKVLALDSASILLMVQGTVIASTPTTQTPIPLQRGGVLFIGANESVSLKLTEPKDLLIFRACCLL
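Material: human phosphomannose isomerase with PGI, G6PDH, diaphorase coupling enzymes; amount: PMI at 15 ng/mL final; also added: Mannose-6-phosphate 1.0 mM (near-saturating) plus 0.22 mM NADP+; incubation: enzyme reaction with compound 20 min at room temperature; signal: resorufin fluorescence (Ex 544/Em 590 nm) from resazurin via diaphorase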
TNAP act hi DEA: TNAP activators at high phosphate acceptor level, primary screen, biochemical, luminescence, uHTS; Alkaline phosphatase, tissue-nonspecific isozyme (Homo sapiens), P05186; purified TNAP, CDP-star luminescence, 1 M DEA, 30 min; hits give high values; 0 = EDTA background, 1 = DMSO-only activity; activation factor at 20 µM; 200,000 tested, under 10 active; AID 1136, 2008;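 active means activation factor at least 2 at 20 µM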
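Control set: EDTA negative control, DMSO positive control / Assay system: human TNAP / Quantity: TNAP 1/800 final / Evaluation: TNAP activation factor scaled between EDTA and DMSO control wells / Measured by: luminescent substrate turnover signal / Compound dosing: one dose, 20 µM / Times: 30 min enzyme reaction at room temperature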
Diaph inh CS: diaphorase inhibitors and chemical oxidizers, primary screen, counter-screen for diaphorase-coupled primary assays, biochemical, uHTS, resorufin fluorescence; diaphorase resazurin-to-resorufin fluorescence, NADH, 16 min; bacterial (C. kluyveri) enzyme, not human; inhibition, % at 20 µM; actives 0.69% (n = 190,000); AID 1217, 2008;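 active means primary screen inhibition at 20 µM above a set limit, cut at about 50% in these data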;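 further: plate controls were DMSO with full reaction for no effect and wells lacking NADH for full effect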
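material = Clostridium kluyveri diaphorase enzyme | amount = 0.14 U/mL diaphorase, enzyme working solution | schedule = incubation 16 min, room temperature | detection = fluorescence of resorufin formed from resazurin, Ex 544/Em 590 nm | benchmarks = positive control minus NADH, DMSO neutral control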
bIAP inhibitor: bovine intestinal alkaline phosphatase inhibitors, primary screen, selectivity assay for TNAP inhibitor project, biochemical, bovine IAP, CDP-star luminescence. alkaline phosphatase, intestinal [Bos taurus]. purified bovine IAP, 30 min. inhibition, % at 20 µM. 190,000 tested, under 10 active;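 active means over 50% inhibition of intestinal alkaline phosphatase at 20 µM in the single-dose screen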
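System: Purified bovine intestinal alkaline phosphatase (IAP) enzyme | Input: IAP diluted 1/65,000,000 in the well | Also added: CDP-star chemiluminescent phosphatase substrate, 30 µM final | Dosing: 20 µM single dose | Times: Enzyme reaction for 30 min at room temperature | Detection: Luminescence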
PMI act: activators of human PMI, primary screen, biochemical, fluorescence intensity, near-Km mannose 6-phosphate; purified human PMI, coupled resazurin fluorescence, 20 min; hits give high values; 1 = vehicle control, 0 substrate-free wells; Mannose-6-phosphate isomerase (Homo sapiens), P34949; actives 0.005% (n = 190,000); activation factor at 20 µM;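 active means activation factor of 2 or more at 20 µM, relative to plate controls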
The depositor's hits bear a star; . = no result given.

SMILES	Diaph act CS	Lmaj promast	TNAP inh hiacc	bIAP activator	TNAP inh no acc	PMI act hi M6P	TNAP act hi DEA	Diaph inh CS	bIAP inhibitor	PMI act
CCOc1ccc(-c2nc(-c3ccc(OC)cc3)no2)cc1OCC	0.8	14	-2	1.1	12	0.9	1	16	-5	1
O=C(C1CC1)N1CCc2cc(Br)cc(S(=O)(=O)N3CCOCC3)c21	0.9	1	3	0.9	-15	1	1	8	8	1
CCn1cnc2sc(C(=O)N(Cc3ccc(N(C)C)cc3)Cc3ccco3)c(C)c2c1=O	0.7	10	1	1	-2	1	1	26	2	0.9
O=C(COC(=O)c1ccccc1C(=O)c1ccccc1)NCCc1ccccc1	1	-3	0	0.9	-6	1	1	3	14	0.9
COCC(=O)Oc1c(Sc2ccccc2[N+](=O)[O-])c(C)nn1C(C)(C)C	1	14	6	1	-7	0.9	0.9	3	2	1.2
Cc1c(N)cccc1-n1cnnn1	1	-4	-8	1	-7	1	1.1	0	0	1.1
O=C(CSc1nnc(-c2cccs2)o1)OCc1ccccc1	0.9	.	-6	0.9	-12	1	1.1	9	8	1.1
O=C(CN1C(=O)C2C3C=CC(C3)C2C1=O)NCc1ccc2c(c1)OCO2 (stereo unspecified)	0.8	2	-7	0.9	-12	0.8	1.1	16	7	0.9
Cc1ccc(NC(=O)CN2C(=O)NC(C)(CCc3ccccc3)C2=O)cc1 (stereo unspecified)	1	8	-2	1.2	-7	0.7	1	0	-24	1
CC1=NN=C(c2ccccc2)C(c2c[nH]c3ccccc23)N1O (stereo unspecified)	0.9	-2	-1	0.9	-6	1.2	1	7	6	1.3
COc1ccccc1-n1cnc2cc(C(=O)NC3CCCC3)ccc21	0.9	26	-5	0.9	-15	1.1	1	8	15	1.1
CC(C)NC(=O)COC(=O)c1cccc(NS(=O)(=O)/C=C/c2ccccc2)c1	0.9	-3	2	0.9	-10	1	1	9	11	1
Cc1c(C2=CCN(S(=O)(=O)c3ccc(Br)cc3)CC2)c2ccccc2n1C	0.8	64*	-6	1.4	-5	0.8	1.1	20	-40	0.9
COc1ccc(C(=O)C2=NN(C(C)=O)CC2c2ccco2)cc1 (stereo unspecified)	0.8	8	-6	0.9	-14	0.7	1.1	24	14	1
COc1ccc(OCc2cccc(C(=O)Nn3cc([N+](=O)[O-])cn3)c2)cc1	0.8	-4	-2	1.1	-3	0.7	1	18	-5	0.9
CCc1nnc(NC(=O)CSc2nnc(COc3ccc(C)cc3)n2-c2ccccc2)s1	1	-6	-2	0.9	-6	0.9	1	-4	6	1.1
COc1ccccc1-c1cc(C(=O)N2CCN(c3ccccc3OC)CC2)no1	0.8	6	-5	1.1	-4	0.9	1.1	20	-7	0.9
CCOc1cc(CNCCc2ccc(S(N)(=O)=O)cc2)ccc1OCC(=O)NC1CCCCC1	1	-4	-1	1.1	-14	1.2	1	2	-10	1.2
O=C(CN1C(=O)c2ccccc2S1(=O)=O)NCCC1=CCCCC1	0.9	-7	-2	0.9	-12	0.9	1	7	10	1
CCC(C)(NC(=O)c1ccccn1)C(=O)NC1CCCCC1 (stereo unspecified)	1	1	-5	1.1	-8	1	1	4	-5	0.9
O=C(NCc1ccccc1)c1ccc(CS(=O)(=O)c2ccccc2)o1	0.9	-2	-3	0.9	-13	1.1	1	11	10	1
Cc1ccc2nc(NC(=O)C3CCN(S(=O)(=O)c4ccc5c(c4)oc(=O)n5C)CC3)sc2c1	0.8	12	-7	0.9	21	1	1.1	23	15	1
CN(C)/C=C/C(=O)c1cnc(-c2ccccc2Cl)s1	1.1	-6	0	1.1	-1	1	1	-8	-9	1.1
CC1CN(C(=O)c2ccc(COc3ccc4ccccc4c3)o2)CC(C)O1 (stereo unspecified)	0.8	0	2	1	1	0.6	1	23	3	0.8
Nc1nnc(-c2ccc(Cl)c([N+](=O)[O-])c2)s1	0.9	15	-6	1	-18	1	1.1	14	1	1.1
O=C(CSc1nc2ccccc2[nH]1)N/N=C/C=C\c1ccccc1[N+](=O)[O-]	0.9	40	-2	0.8	-96	0.9	1	12	21	0.9
Clc1ccc(Oc2nc3ccccc3n3cccc23)cc1	1	-2	-8	0.7	-15	0.9	1.1	-3	29	1
O=C(c1cc(-c2ccccc2)nc2ccccc12)N1N=C(C(F)F)CC1(O)C(F)F (stereo unspecified)	0.7	21	-3	0.8	-9	0.8	1	25	22	0.8
CSc1nc(C)c(CCOCc2ccccc2)c(=O)[nH]1	0.8	-3	-1	0.9	-8	0.9	1	17	7	0.9
CC(=O)N(c1c(C)n(C)n(-c2ccccc2)c1=O)C1(C(=O)NC2CCCC2)CCCCC1	0.9	-6	-6	1	-14	1	1.1	10	4	0.9
COc1cc(NC(=O)C2=C(N3CCOCC3)/C(=C/c3ccc(Cl)cc3)CC2)cc(OC)c1OC	0.7	17	1	0.9	-16	0.8	1	35	6	0.7
Fc1ccc2nc(N3CCCC3)sc2c1	0.8	-2	3	1.1	-1	0.9	1	18	-8	0.9
CCOC(=O)c1ccccc1NC(=O)c1cccs1	0.8	4	-9	0.8	-14	1	1.1	17	18	0.9
O=C(c1nc(-c2ccccc2)n(-c2ccccc2)n1)N1CCCCCC1	0.9	-2	-6	1	-15	1.1	1.1	7	-1	1
CN(C)c1cc[nH]c(=O)c1C#N	0.9	-4	-2	0.9	-8	0.9	1	9	14	1
CCc1ccc2c(CN(CC)Cc3nc4ccccc4c(=O)[nH]3)cc(=O)oc2c1	0.8	1	-7	0.9	-26	1.4	1.1	19	7	1.2
NS(=O)(=O)c1ccc(CCNC(=O)c2ccc(Cl)cc2[N+](=O)[O-])cc1	0.9	6	6	1.1	1	1	0.9	7	-14	1
CN1C(=O)OC2(C)CCc3ccccc3C12C (stereo unspecified)	0.8	-5	-6	0.9	-11	1	1.1	21	9	1
COc1ccccc1Nc1cc(C(=O)N2CCc3ccccc3C2)c2ccccc2n1	0.8	15	-4	1	-16	0.9	1	19	0	0.8
CS(=O)(=O)N(CC(=O)Nc1ccccc1-c1ccccc1)c1ccccc1	0.9	10	-4	0.9	-10	1.1	1	7	7	1.1
COc1ccccc1NC1SC(=O)N(c2ccccc2)C1=O (stereo unspecified)	0.9	-7	-4	1	-33	0.9	1	9	-2	1
CCCCNS(=O)(=O)c1ccc(NC(=O)C2CCCO2)cc1 (stereo unspecified)	0.8	-9	-8	0.9	-10	0.9	1.1	16	10	1
COc1ccc(/C=C2\CCC(C3CCCC3)C2=O)cc1Cn1nc(C)cc1C (stereo unspecified)	0.8	9	1	0.9	-10	0.9	1	17	12	0.8
COC(=O)c1cccc(NC2CC(=O)N(c3ccc(OC)c(OC)c3)C2=O)c1 (stereo unspecified)	0.8	-4	1	0.9	-6	0.8	1	18	5	0.9
COc1ccc(CC2CCOC2=O)cc1 (stereo unspecified)	0.9	-3	-3	0.7	-5	0.8	1	14	27	1
CCN(CC)S(=O)(=O)c1cccc(C(=O)N[C@H](C(=O)NCc2ccccc2F)C(C)C)c1	0.9	-3	1	1	-5	1	1	6	-2	0.9
CC(Oc1cccc(Cl)c1)C(=O)Nc1ccncc1 (stereo unspecified)	1	-2	-2	1	-5	0.9	1	4	4	0.9
O=C(CCc1ccccc1)NC1CCSC1=O (stereo unspecified)	0.9	-13	-1	0.6	-6	0.9	1	9	36	1
N=c1c[n+](N2CCOCC2)[n-]o1	0.9	-2	1	0.9	-5	1.2	1	13	8	1.1
Cn1c(-c2ccc(F)cc2)cnc1NCc1ccc(C#N)cc1	0.8	92*	-6	1	-8	0.9	1.1	19	4	0.9
Cc1nn(Cc2c(F)cccc2Cl)c(C)c1NC(=O)C1CC1	0.9	-8	2	0.8	-2	0.9	1	8	24	0.9
